Assay outcomes (PubChem)
FEN1 inh = qHTS Assay for the Inhibitors of Human Flap endonuclease 1 (FEN1) | P39748 | Recombinant FEN1 flap cleavage, fluorescence, 15 min | AID 588795, 2011 | actives 0.35% (n = 390,000) | Potency, µM (highest dose often 114 µM), for the others: at the top dose activity change, negative = inhibition, hits mostly inhibitors; active means well fitted inhibition curve with a large enough effect; further: nearly all actives have a fitted effect of over 65% in size
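In this screen, 50 nM flap DNA substrate was added to 10 nM FEN1 pretreated with compound for 15 min at room temperature; cleavage was followed with reads at 0 and 15 min, and Hill fitting gave concentration–response parameters.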
Starred values were filed as active, the others as inactive. On the % scale 0 is the no-effect control and ±100 the full control effect; potency means the concentration at half of the fitted maximal effect. This is a subset, so the mix of outcomes need not match the whole.

smiles | FEN1 inh
CC12Cc3cnoc3C=C1CCC1C2CCC2(C)C1CCC2(C)O (stereo unspecified) | -22%
CC1(C)NC(=O)[C@H]2CCCN21 | 0%
CCC1(O)CCC2C3CCC4=CC(=O)CCC4C3CCC21CC (stereo unspecified) | 1%
O=[N+]([O-])c1[nH]cnc1Br | -2%
O=[N+]([O-])c1ccc2c(c1)Cc1cc(O)ccc1-2 | -16%
CNC(CC(C)C)C(=O)NC1C(=O)NC(CC(N)=O)C(=O)NC2C(=O)NC3C(=O)NC(C(=O)NC(C(=O)O)c4cc(O)cc(O)c4-c4cc3ccc4O)C(O)c3ccc(c(Cl)c3)Oc3cc2cc(c3OC2OC(CO)C(O)C(O)C2OC2CC(C)(N)C(O)C(C)O2)Oc2ccc(cc2Cl)C1O (stereo unspecified) | -16%
CN1C(=O)NC(=O)C2(CCCC2)C1=O | 14%
CC(=O)OC1CCC2(C)C(CCC3C2CC(=O)C2(C)C3CC(N3CC3)C2C(C)=O)C1 (stereo unspecified) | -2%
CCOC(=O)CC(SP1(=S)OCC2(CC=CCC2)CO1)C(=O)OCC (stereo unspecified) | -14%
CCS(=O)(=O)CCSP(=O)(OC)OC | 3%
CC(NC(=O)N1CC1(C)C)c1ccccc1 (stereo unspecified) | 1%
O=C1NC2C(O)C(O)C(O)C(O)C2c2cc3c(c(O)c21)OCO3 (stereo unspecified) | -7%

The closing 3 compounds of the part before open the next one.
smiles | FEN1 inh
CCS(=O)(=O)CCSP(=O)(OC)OC | 3%
CC(NC(=O)N1CC1(C)C)c1ccccc1 (stereo unspecified) | 1%
O=C1NC2C(O)C(O)C(O)C(O)C2c2cc3c(c(O)c21)OCO3 (stereo unspecified) | -7%
CN(C)Cc1c[nH]c2cc([N+](=O)[O-])ccc12 | 5%
COc1ccccc1C1=NCc2nnc(CSC)n2-c2ccc(Cl)cc21 | -2%
COc1cc(C(O)CNC(C)C)cc(F)c1OC (stereo unspecified) | 4%
CCCCC1(CCC)C(=O)NC(=S)NC1=O | 3%
O=P(N1CC1)(N1CC1)N1CCc2ccccc21 | -21%
COC(=O)C1=C(c2ccc(S(C)(=O)=O)cc2)C[C@@H]2CC[C@H]1N2C(=O)N1CCOCC1 | 0%

Arranged by length of the SMILES (highest first): 5 of the compounds above
smiles | FEN1 inh
COC(=O)C1=C(c2ccc(S(C)(=O)=O)cc2)C[C@@H]2CC[C@H]1N2C(=O)N1CCOCC1 | 0%
O=C1NC2C(O)C(O)C(O)C(O)C2c2cc3c(c(O)c21)OCO3 (stereo unspecified) | -7%
COc1ccccc1C1=NCc2nnc(CSC)n2-c2ccc(Cl)cc21 | -2%
COc1cc(C(O)CNC(C)C)cc(F)c1OC (stereo unspecified) | 4%
CCCCC1(CCC)C(=O)NC(=S)NC1=O | 3%
